DUSP3 inh: blocks the human dual specificity phosphatase VHR1. P51452. recombinant VHR phosphatase, colorimetric substrate read-out. inhibition, % at 20 µM. 0.7% of 50,000 active; in the data active means inhibition above about 60%; further: some results filed as inactive read as strong as hits
Target sequence (P51452 whole entry, looked up): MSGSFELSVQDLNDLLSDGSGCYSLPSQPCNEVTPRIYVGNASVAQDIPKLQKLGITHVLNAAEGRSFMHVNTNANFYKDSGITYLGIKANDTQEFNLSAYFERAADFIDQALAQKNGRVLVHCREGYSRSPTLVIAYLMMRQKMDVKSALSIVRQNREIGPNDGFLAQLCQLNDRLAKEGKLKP
An asterisk follows results filed as active. These rows are one share of the data. The share of hits here may be higher or lower than overall.

Molecule	DUSP3 inh
CCOc1ccccc1NC(=O)c1c(Cl)ccc(Cl)c1OC	5
CCOC(=O)c1ccccc1NC(=O)CCC1CCCC1	-10
O=C(CN1C(=O)c2ccccc2C1=O)NC(c1ccccc1)c1ccccc1	24
COc1cc(OC)cc(C(=O)Nc2cccc(-c3nc4ccccc4s3)c2)c1	4
COc1ccc(N2C(=O)NC(=O)/C(=C/c3ccccc3OCCOc3ccccc3)C2=O)cc1	13
O=C1CC(c2ccc3c(c2)OCO3)CC2=C1C(c1ccccc1OCc1ccccc1)Nc1ccccc1N2 (stereo unspecified)	-11
O=C1/C(=C\c2ccccc2[N+](=O)[O-])SC(=S)N1c1ccc(F)cc1	-4
O=C1CC(N2CCN(c3cccc(Cl)c3)CC2)C(=O)N1c1cccc(Cl)c1 (stereo unspecified)	92
Cc1ccc2ncnc(Nc3cccc(C(F)(F)F)c3)c2c1	-15
COc1ccc(NC(=O)CCCOc2ccccc2)c([N+](=O)[O-])c1	-14
COc1ccc(C(=O)N/C(=C/c2ccc(Br)cc2)c2nc3ccccc3[nH]2)cc1	-13
Cc1ccccc1NC(=S)NC(=O)c1ccc(Cl)cc1	9
Cc1ccccc1NC(=O)C(=O)NCCc1ccc(Cl)cc1	13
N#Cc1c(NC(=O)C2CCCC2)sc2c1CCCCCC2	-26
COc1ccc(NC(=O)c2ccc(NC(C)=O)cc2)c(OC)c1	-85
O=C(O)CCN1C(=O)/C(=C/c2cn(-c3ccccc3)nc2-c2ccccc2)SC1=S	10
O=C(NC1CCCC1)c1sc2cc(Cl)ccc2c1Cl	-17
CC(=O)N(C(C)=O)c1nc(-c2ccccc2)c(-c2ccccc2)n1/N=C/c1ccccc1	-16
CC/C(=N\N1CCN(Cc2ccc(Cl)cc2)CC1)c1ccc(O)cc1	-18
N#CCOc1ccccc1/C=N/c1sc2c(c1C#N)CCCC2	-7

Seven entries drawn at random from the list so far, as already listed:
Molecule	DUSP3 inh
O=C(CN1C(=O)c2ccccc2C1=O)NC(c1ccccc1)c1ccccc1	24
N#CCOc1ccccc1/C=N/c1sc2c(c1C#N)CCCC2	-7
COc1ccc(N2C(=O)NC(=O)/C(=C/c3ccccc3OCCOc3ccccc3)C2=O)cc1	13
COc1cc(OC)cc(C(=O)Nc2cccc(-c3nc4ccccc4s3)c2)c1	4
CCOC(=O)c1ccccc1NC(=O)CCC1CCCC1	-10
Cc1ccccc1NC(=O)C(=O)NCCc1ccc(Cl)cc1	13
CCOc1ccccc1NC(=O)c1c(Cl)ccc(Cl)c1OC	5

Structures shown so far that have a cyano group (2):
Molecule	DUSP3 inh
N#Cc1c(NC(=O)C2CCCC2)sc2c1CCCCCC2	-26
N#CCOc1ccccc1/C=N/c1sc2c(c1C#N)CCCC2	-7

Continuation.
Molecule	DUSP3 inh
CCCC(=O)NC(Oc1ccc(/C=C2\SC(=S)N(CCCOC)C2=O)cc1)C(Cl)(Cl)Cl (stereo unspecified)	-17
N/C(=N\c1nc(C(F)(F)F)cc(=O)[nH]1)Nc1ccc(Oc2ccccc2)cc1	2
Cc1cc(OCC(=O)NCCCN(C)C)ccc1Br	1
CCc1ccc(NC(=O)c2cccc3ccccc23)cc1	-4
CC(C)(C)c1ccc(C(=O)NNC(=O)C(=O)N2CCCCC2)cc1	-12
C/C(=N\NC(=O)c1ccco1)c1ccc(Br)cc1	-22
Cc1ccc(-c2ccc(C=C3C(=O)NC(=S)NC3=O)o2)cc1[N+](=O)[O-]	-6
CCC(C)NS(=O)(=O)c1ccc([N+](=O)[O-])cc1 (stereo unspecified)	1
C=C(C)Cn1c(Cc2ccccc2)n[nH]c1=S	-60
CCOC(=O)C(=O)N1c2ccccc2C(Nc2ccccc2)CC1C (stereo unspecified)	6
Fc1ccc(-c2nnc(-c3ccc4c(c3)OCO4)o2)cc1	-28
O=C(Nc1ccc(Cc2ccncc2)cc1)C12CC3CC(CC(C3)C1)C2	-7
CCOc1ccc(CN2CCN(C(=O)c3ccco3)CC2)cc1	-3
COc1ccc(NC(=O)CN(CCc2ccccc2)S(=O)(=O)c2ccccc2)c(OC)c1	-16
CCOC(=O)C(=CNc1ccc(F)c(F)c1F)C(=O)OCC	-50
COc1ccc(CCN/C=C2\CC(=O)NC2=O)cc1OC	0
COc1ccc(NC(=O)CC2(c3ccc(OC)cc3)C(=O)c3ccccc3C2=O)cc1	-20
COc1ccc(CNC23CN4CN(CN(C4)C2)C3)cc1	-12
CC1=C(C(=O)Nc2ccc(Br)cc2)C(c2ccc(C)cc2)NC(=S)N1 (stereo unspecified)	6
Cc1cc(C=C2C(=O)NC(=O)NC2=O)c(C)n1C	8
CN(C)C1(C)C(=O)c2ccccc2C1=O	-49
CC1(C)CC(NC(=O)c2ccccc2C(=O)O)CC(C)(C)N1	-27
Cn1cnnc1SCC(=O)c1ccccc1	6
COc1ccc(O)c(/C=N/NC(=O)CSc2ccc3ccccc3n2)c1	11
O=[N+]([O-])c1ccc(-c2ccc(C(=S)N3CCCCC3)o2)cc1	-23
CC(=O)c1cc(F)c(N2CCOCC2)cc1C	-19
COc1cc(/C=C2/SC(=S)N(c3ccccc3)C2=O)ccc1Oc1nc(N2CCOCC2)nc(N2CCOCC2)n1	-18
COc1ccc(C2CC(C(F)(F)F)n3nc(C(=O)N4CCN(C(=O)c5ccccc5)CC4)c(Cl)c3N2)cc1OC (stereo unspecified)	-3
O=C(O)COc1ccc(N2C(=O)C3CC=CCC3C2=O)cc1 (stereo unspecified)	10
CCN(CC)c1ccc(NC(=O)c2ccc(Br)cc2)cc1	-9
CSc1nnc2c(n1)OC(c1ccc(C)o1)Nc1ccccc1-2 (stereo unspecified)	-2
O=C(Nc1ccc(S(=O)(=O)N2CCCCC2)cc1)c1ccc(F)cc1	-6
O=C(Nc1ccc(Br)cn1)c1ccccc1SCc1ccccc1	-12
COc1ccccc1/C=N/N=C1/NC(=O)C(CC(=O)Nc2ccc(Cl)c(Cl)c2)S1 (stereo unspecified)	-11
CCOC(=O)c1c(NC(=O)c2cccnc2)sc2c1CCC2	-16
Cc1cccc(OCCCCNC(C)(C)C)c1C	1
COc1ccc(/C=C2\SC(=S)N(CC(=O)Nc3ncc(Cc4ccc(C)cc4)s3)C2=O)cc1OC	-2
CC(=O)n1cc(/C=C2\N=C(c3ccc(C(C)(C)C)cc3)OC2=O)c2ccccc21	0
O=C(/C=C/c1ccc(Cl)cc1)c1ccc(NC(=O)c2cccnc2)cc1	-10
COc1cc(NC(=O)COc2ccccc2C)c(OC)cc1Cl	-21
O=C1CC(c2ccccc2C(F)(F)F)c2ccccc2N1 (stereo unspecified)	-10
CCOC(=O)COc1ccc2oc(C)c(C(=O)OC(C)C)c2c1	-26
O=C(NCC(=O)c1ccccc1)SCc1ccccn1	-1
COc1cc([N+](=O)[O-])ccc1NC(=O)Cn1cnc2c1c(=O)n(C)c(=O)n2C	-18
COc1ccc(-n2c(=O)c3c4c(sc3n3c(SC)nnc23)CCCC4)cc1	18
CCOc1ccccc1NC(=O)c1ccc(Cl)c(Cl)c1	-6
O=C(Nc1cccc(Cl)c1)c1ccccc1Br	-15
COC(=O)c1sc(NC(=O)CCc2ccccc2)c(C(=O)OC)c1C	1
COc1ccc(C(=O)/C=C/c2ccc(-c3ccccc3[N+](=O)[O-])o2)cc1	-32
Cc1cc(C)c(C)c(OCCCCn2ccnc2)c1	13
COC(=O)c1ccc(CSc2nc3sc(C)c(C)c3c(=O)n2-c2ccccc2)cc1	-9
COc1ccc(Br)cc1/C=N/n1cnnc1	-7
CC(=O)N(OCON(C(C)=O)C(C)=O)C(C)=O	15
Cc1ccc(C(=O)Nc2c(-c3ccccc3)nc3cc(C)ccn23)cc1	-19
Cc1cc(N2C(=O)NC(=O)/C(=C\c3ccc4c(c3)OCO4)C2=O)ccc1Br	1
CC(C)(O)C#Cc1ccc(C(=O)N2CCC(Cc3ccccc3)CC2)cc1	14
CCC(CC)N1CCN(C(=O)c2cc(OC)c(OC)c(OC)c2)CC1	8
CCOc1cc(/C=N\NC(=O)c2cnccn2)ccc1O	11
COc1cccc(NC(=O)C2CC(=O)N=C(N)S2)c1 (stereo unspecified)	-10
COC(=O)c1c(N)sc(C)c1-c1ccc(Cl)cc1	-10

Looked up above:
Value of Cc1cc(C=C2C(=O)NC(=O)NC2=O)c(C)n1C in DUSP3 inh: 8
Value of Cc1cc(OCC(=O)NCCCN(C)C)ccc1Br in DUSP3 inh: 1
Value of COc1cc([N+](=O)[O-])ccc1NC(=O)Cn1cnc2c1c(=O)n(C)c(=O)n2C in DUSP3 inh: -18
Value of O=C(NC1CCCC1)c1sc2cc(Cl)ccc2c1Cl in DUSP3 inh: -17
Value of CC1(C)CC(NC(=O)c2ccccc2C(=O)O)CC(C)(C)N1 in DUSP3 inh: -27
Value of COc1ccc(Br)cc1/C=N/n1cnnc1 in DUSP3 inh: -7

More records follow.
Molecule	DUSP3 inh
CNC(=O)C(=O)Nc1ccccc1OC	-18
COc1ccc(-c2cc(-c3ccccc3)nc(N3CCCCC3)n2)cc1	-2
Cc1ccc(NCC(=O)N/N=C\c2ccccc2OCC(=O)O)cc1	-4
Cc1ccc(C(=O)NCCN(C)C)cc1[N+](=O)[O-]	0
O=C(CC1S/C(=N\N=C\c2cccs2)NC1=O)Nc1ccc(C(=O)O)cc1 (stereo unspecified)	-23
COc1ccc(NC(=O)c2sc3cc(C)ccc3c2Cl)c([N+](=O)[O-])c1	31
Cc1ccc2c(N)c(C(=O)c3ccccc3)sc2n1	-20
CC12CCC3C(CC=C4CC(O)CCC43CO)C1CCC2O (stereo unspecified)	5
COc1ccc(C2Nc3ccccc3C(=O)N2Cc2ccco2)cc1CSc1ccccn1 (stereo unspecified)	-1
CSc1ccc(C2C(C(=O)OCCOc3ccccc3)=C(C)NC3=C2C(=O)CCC3)cc1 (stereo unspecified)	-15
COc1ccc(NC(=O)COc2ccc(Cl)cc2C)cc1	-6
COc1cccc2sc(NC(=O)/C=C/c3ccc([N+](=O)[O-])cc3)nc12	12
CC(C)Oc1nc(-c2ccc(Br)cc2)nc2ccccc12	-13
Cc1ccc(-c2nc(Nc3ccccc3)s[n+]2CS(=O)(=O)c2ccccc2)cc1	-20
C=CCOCC(O)CS(=O)Cc1ccc(Cl)cc1 (stereo unspecified)	-13
Cc1cccc(C)c1NC(=O)CSCC(=O)Nc1ccccc1	-21
Cc1ccccc1OCC(=O)NC1CC(C)(C)NC(C)(C)C1	7
COc1ccc(Cl)cc1NC(=O)COc1ccc(Br)cc1C	-22
Cc1ccc(C)c(S(=O)(=O)n2nnc3ccccc32)c1	-19
O=C(N1CCOCC1)N1CCN(c2ccc(F)cc2)CC1	-10
O=c1/c(=C\c2ccc(OCc3cccc4ccccc34)cc2)sc2nc3ccccc3n12	-7
O=C(NN1C(=O)C2CCCCC2C1=O)c1ccccc1Cl (stereo unspecified)	-4
Cc1ccc(S(=O)(=O)N2CCN(C(=O)c3cccc(F)c3)CC2)cc1	101*
C/C(=C1/SC(N2CCOCC2)=NC1=O)c1ccc(Cl)cc1	-9
CCCN(CCC)C(=O)c1ccccc1NC(=O)c1cccnc1	-15
CCc1ccc(-n2nc(C)c3c(C)cc(=O)oc32)cc1	2
COc1ccc(CC(=O)O/N=C(\N)c2ccc(C)cc2)cc1OC	-9
COCCNC(=O)CN(c1ccc(C(C)C)cc1)S(=O)(=O)c1ccccc1	-4
O=C1OC(Nc2cccc(Br)c2)(c2ccccc2)c2ccccc21 (stereo unspecified)	2
c1coc(CN2CCN(Cc3cccc4ccccc34)CC2)c1	0
CCCOC(=O)c1cccc(NC(=O)COc2ccccc2Cl)c1	-3
O=c1c(C=NC2CC2)c(-c2ccccc2)[nH]n1-c1ccc([N+](=O)[O-])cc1	14
COC(=O)c1ccc(COc2ccc3c(-c4ccccc4)cc(=O)oc3c2)cc1	-26
COC(=O)c1c(NC(=O)CC2SCC(C(=O)OC)NC2=O)sc2c1CCCC2 (stereo unspecified)	15
CN1CC[C@@](O)(c2ccccc2)[C@@H]2CCC[C@@H]21	-10
COc1ccc(C(=O)/C=C/NCC(=O)c2ccccc2)cc1	111
O=C(O)c1ccc(N2C(=O)CC(Cc3ccc(Cl)cc3)C2=O)cc1 (stereo unspecified)	2
CC(=O)c1cccc(NC(=O)c2cnn3c(-c4ccccc4)cc(-c4ccccc4)nc23)c1	2
Cc1ccc(C(=O)CC(O)(c2ccccc2)C(F)(F)F)cc1 (stereo unspecified)	-57
COc1ccc(-c2nc(NC(=O)c3ccccc3F)sc2-c2ccc([N+](=O)[O-])cc2)cc1	6
O=C(CN1C(=O)c2ccccc2C1=O)Nc1ccc(Cl)cn1	12
Clc1cccc(Cl)c1OCCN1CCOCC1	9
COc1cccc(C2NC(=S)NC(C)=C2C(=O)Nc2ccccc2)c1 (stereo unspecified)	55
CC(Oc1ccccc1)C(=O)NCCN1CCOCC1 (stereo unspecified)	-31
CC1CCN(CCOCCOc2ccccc2F)CC1	0
CN1CCc2c(sc3c2C(=O)NC(c2ccc(Cl)s2)N3)C1 (stereo unspecified)	1
CC(=O)c1ccc(NC(=O)CCCC(=O)OCC(F)(F)C(F)F)cc1	-20
COc1ccccc1Nc1ncnc2ccc(C)cc12	-16
CC(=O)CC(=O)Nc1ccc(Cl)cc1Cl	-12
COC(=O)CN(c1ccccc1)S(=O)(=O)c1ccccc1[N+](=O)[O-]	-12
NS(=O)(=O)c1cccc(NC(=O)c2cccnc2)c1	-4
COc1ccc(/C=C2\SC(=S)N(CCC(N)=O)C2=O)cc1	-8
O=C(NCc1ccco1)c1nn2c(C(F)(F)F)cc(-c3ccccc3)nc2c1Cl	1

Source: PubChem BioAssay (Sanford-Burnham Center for Chemical Genomics)
